OX1R antag-1: OX1R (HCRTR1) antagonists, primary screen, fluorescence, CHO/OX1R cells, Fluo-8 calcium, orexin A; 330,000 compounds, 0.43% hits; Fluo-8 calcium fluorescence; Orexin/Hypocretin receptor type 1 (Homo sapiens), O43613; inhibition, % at 5 µM; AID 434989, 2010;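 active means inhibition above its plate's threshold, mean inhibition of all tested compounds on the plate plus 3 SD, cut at about 37% in these data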;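 further: 0% = orexin A challenge wells and 100% = SB-334867-A antagonist wells; not every result past the cut was called active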
Target sequence (O43613 whole entry, looked up): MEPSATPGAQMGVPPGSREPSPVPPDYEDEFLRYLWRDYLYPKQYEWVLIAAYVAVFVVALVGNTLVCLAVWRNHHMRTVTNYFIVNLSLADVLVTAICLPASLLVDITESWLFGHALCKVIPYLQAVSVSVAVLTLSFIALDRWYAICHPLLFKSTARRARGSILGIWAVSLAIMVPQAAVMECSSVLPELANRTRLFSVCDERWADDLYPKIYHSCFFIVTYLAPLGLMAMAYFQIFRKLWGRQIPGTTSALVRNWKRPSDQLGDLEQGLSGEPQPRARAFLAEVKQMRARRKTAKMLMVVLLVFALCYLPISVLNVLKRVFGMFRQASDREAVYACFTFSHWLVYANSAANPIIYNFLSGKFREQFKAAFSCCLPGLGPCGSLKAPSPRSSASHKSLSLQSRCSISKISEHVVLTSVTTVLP
OX1R antag-2: antagonists of human orexin 1 receptor (OX1R); Orexin/Hypocretin receptor type 1 (Homo sapiens), O43613; 330,000 compounds, 1.8% hits; OX1R-expressing cells, FRET antagonist read-out; AID 485270, 2010; inhibition, % at 6.6 µM; in the data active means inhibition mostly above about 38%, no sharp cut-off; inactive means mostly below about 40%;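 further: 0% = agonist challenge alone and 100% = reference antagonist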
The depositor's hits bear a star.

Sample of the layout:
The line under a structure holds: OX1R antag-2	OX1R antag-1
CC(=O)Nc1ccc(N(C(=O)Cc2c[nH]c3ccccc23)C(C(=O)NC2CCCCC2)c2ccco2)cc1 (centres undefined)
 : 8	-28
CCCSc1nnc(NC(=O)Cc2ccc(OC)c(OC)c2)s1
 : 19	-27

The list itself (from the top)
The line under a structure holds: OX1R antag-2	OX1R antag-1
CC(=O)Nc1ccc(N(C(=O)Cc2c[nH]c3ccccc23)C(C(=O)NC2CCCCC2)c2ccco2)cc1 (centres undefined)
 : 8	-28
CCCSc1nnc(NC(=O)Cc2ccc(OC)c(OC)c2)s1
 : 19	-27
COc1cccc(CNC(=O)CCNC(=O)c2ccc(Br)o2)c1
 : 5	-12
O=C(O)c1ccc(CS(=O)c2cccc(C(F)(F)F)c2)o1 (centres undefined)
 : 20	-2
COc1ccc(NC(=S)Nc2cccc3cnccc23)cc1
 : 9	-11
O=C1c2ccccc2CN1CCSC(=S)N1CCSCC1
 : 35	10
CC(=O)N1CCN(c2nc(CC(C)C)c3c(c2C#N)CCC3)CC1
 : 8	-29
CCC1CSC(Nc2ccc(C(=O)/C=C/c3cccc(C)c3)cc2)=N1 (centres undefined)
 : 26	-36
Cc1ccc(S(=O)(=O)Oc2ccccc2/C=C2\SC(=O)NC2=O)cc1
 : 49	-14
CCCN(CC(=O)Nc1ccccc1C)C(=O)CCN1C(=O)c2cccc([N+](=O)[O-])c2C1=O
 : 22	-18
O=C(CC1C[C@H](C(=O)N2CCOCC2)[C@@]2(CCC3CCCC3)c3[nH]c4ccccc4c3CCN2C1=O)NCC12CC3CC(CC(C3)C1)C2 (some centres undefined)
 : 0	-17
Cc1cc(C(=O)Nc2ccc(OCc3ccccc3)cc2)c(C)o1
 : 24	-6
CC(Oc1ncnc2ccccc12)C(=O)Nc1cccc(S(=O)(=O)N2CCOCC2)c1 (centres undefined)
 : 11	-18
CCN(C(=O)COC(=O)c1cc(-c2ccccc2)nc2c1c(C)nn2-c1ccccc1)C1CCS(=O)(=O)C1 (centres undefined)
 : 3	-23
Cc1ccc2c(Cl)cc(Cl)c(OCC(=O)O)c2n1
 : 17	-9
O=C(NCCCNC(=O)c1ccco1)c1cccc(F)c1
 : 16	-3
O=C(NCc1ccco1)C(NS(=O)(=O)c1cccc2nsnc12)c1ccccc1 (centres undefined)
 : 92*	-28
CCCC(=O)NC(c1ccc(OC)c(OC)c1)c1cc(Cl)c2cccnc2c1O (centres undefined)
 : 7	-54
Cc1ccc(/C=C/C(=O)N2CCc3ccccc3C2)cc1
 : 20	-24
O=C(Nc1ccc(S(=O)(=O)Nc2cnc3ccccc3n2)cc1)c1ccc(F)cc1
 : 15	8
Cc1c([N+](=O)[O-])cnc(Sc2ccccc2)c1[N+](=O)[O-]
 : 36	-32
Cc1cc(C)c2c(N)c(C(=O)NN3CC(=O)N(c4cccc(Cl)c4)CC3=O)sc2n1
 : 11	-30
CCN1CCN(c2ccc(NC(=O)c3ccccc3F)cc2Cl)CC1
 : 14	-13
CCCNC(=O)c1nn2c(C(F)(F)F)cc(-c3ccccc3)nc2c1Br
 : 14	-13
O=c1[nH]c(=O)n(C2CCCO2)cc1F (centres undefined)
 : 12	-17
COc1c(C(=O)Nc2nccs2)ccc2ccccc12
 : 12	-26
C[C@]12c3[nH]c4ccc(Cl)cc4c3CCN1C(=O)[C@@H](CC(=O)NCCN1CCOCC1)C[C@@H]2C(=O)N1CCCCC1
 : 5	-41
O=C(NCCN1CCOCC1)c1ccc2c(c1)ncn2C1CCCCC1
 : 0	-13
C/C=C/C=C/C(=O)OC(C)C(=O)Nc1cc([N+](=O)[O-])ccc1OC (centres undefined)
 : 14	-20
CCN(CC)S(=O)(=O)c1ccc(OC)c(NC(=O)c2cc3c(=O)n4ccccc4nc3s2)c1
 : 6	-6
Cc1ccc(C(=O)NCCC(=O)Nc2ccccc2C)cc1
 : 1	-13
COC(=O)c1cc(S(=O)(=O)NCc2ccccc2)cn1C
 : 12	3
O=C(Nc1cnc2ccccc2c1)c1ccncc1
 : 13	-14
C=C(C)c1cccc(C(C)(C)NC(=O)N2CC(C)OC(C)C2)c1 (centres undefined)
 : 15	-21
Cc1nn(CC(=O)N2c3ccccc3NC(=O)C2(C)C)c(C)c1[N+](=O)[O-]
 : 10	-25
COc1ccc(NC(=O)Cn2c(=O)oc3cc(S(=O)(=O)N4CCCC4)ccc32)cc1
 : 2	0
CCCCCCCNC(=O)C1(CC2CC(c3cccc(Br)c3)=NO2)CCNCC1 (centres undefined)
 : 8	-38
COc1ccc(S(=O)(=O)N2CN3CCN(C3)C2)cc1
 : 8	1
CC1CCCCC1NC(=O)c1ccc(NC2=NC3CS(=O)(=O)CC3S2)cc1 (centres undefined)
 : 10	-8
COc1ccc(CCNC(=S)Nc2ccccc2C)cc1
 : 13	-14
COc1ccc(-c2oc3ccc(N4CCOCC4)cc3c2C#CCO)cc1
 : 81*	13
O=C(N/N=C/c1cccnc1)/C(=C\c1cccs1)NC(=O)c1ccccc1
 : 20	-19
Cc1nnc(SCC(=O)Nc2ccc(OC(F)F)c(Cl)c2)n(N)c1=O
 : 11	-6
CCCOc1ccccc1C1CC(=O)Nc2cc3c(cc21)OCO3 (centres undefined)
 : 21	5
CCOC(=O)N1CCC(n2c(=S)[nH]c3ccccc3c2=O)CC1
 : 26	-22
N#CC1(C#N)[C@@H](C(=O)C23CC4CC(CC(C4)C2)C3)C12CCOCC2
 : 6	6
Cc1ccc(-n2c(=O)c3c4c(sc3n3c(C)nnc23)COC(C(C)C)C4)cc1 (centres undefined)
 : 12	-17
Cc1cccc(NC(=O)CCN2C(=O)c3ccccc3S2(=O)=O)c1C
 : 5	-8
O=C(Nc1ccc(F)c(Cl)c1)c1ccc2c(=O)n3c(nc2c1)CCCCC3
 : 5	-5
COC(=O)C1(C(=O)OC)NOC2C(=O)N(c3ccc(Cl)cc3Cl)C(=O)C21 (centres undefined)
 : 9	-16
O=C(NCC1CCCO1)C(c1ccccn1)N(Cc1ccccc1Cl)C(=O)CN1C(=O)c2ccccc2S1(=O)=O (centres undefined)
 : 22	-2
COc1ccc(/C=C(\NC(=O)c2ccccc2)C(=O)NC2CCS(=O)(=O)C2)cc1 (centres undefined)
 : 7	-8
COc1ccc(NC(=O)Cc2c(O)c3ccccc3[nH]c2=O)cc1
 : 12	-3
COc1ccc(Cn2nnnc2C(c2cc3cc(C)cc(C)c3[nH]c2=O)N2CCOCC2)cc1 (centres undefined)
 : 8	-33
Cc1cccnc1NC(=O)c1ccc([N+](=O)[O-])o1
 : 116*	0
COc1cc(N=Cc2c(O)c3ccccc3oc2=O)c(OC)cc1Cl
 : 8	-11
Cc1ccc(-c2cn(CCN)c(-c3ccc(Cl)nc3)n2)cc1
 : 31	-40
CCOC(=O)/C(C#N)=N/Nc1c(S(=O)(=O)Cc2ccco2)csc1C(=O)OC
 : 7	-19
CCN(CC)S(=O)(=O)c1ccc(-c2cc(C(=O)OC)sc2C(F)(F)F)cc1
 : 5	-14
CCOC(=O)c1c(N)sc2c(OCC)c(Br)ccc12
 : 25	-13

Single records, from the list above. Values in the order: OX1R antag-2 | OX1R antag-1
Cc1ccc(C(=O)NCCC(=O)Nc2ccccc2C)cc1 is entered as 1 | -13
COc1ccc(S(=O)(=O)N2CN3CCN(C3)C2)cc1 is entered as 8 | 1

The results go on:
The line under a structure holds: OX1R antag-2	OX1R antag-1
CC(=O)N1CCN(C(=O)c2ccc(-n3c(C)ccc3C)cc2)CC1
 : 2	6
O=C(O)CC(NC(=O)C(c1ccccc1)c1ccccc1)c1ccco1 (centres undefined)
 : 8	-10
NC(=O)CN1C(=O)NC2(CCCc3sccc32)C1=O (centres undefined)
 : 7	-14
CC(=O)N/C(=N/c1nc(C)cc(C)n1)Nc1ccc(C)cc1C
 : 5	-25
CSc1nsc(SCC(=O)N2CCCCC2)n1
 : 13	-18
COc1ccc2cc(C(=O)C3CCCN(Cc4ccccn4)C3)ccc2c1 (centres undefined)
 : 18	-40
CCOc1cccc(/C=N/N2CCN(c3ccc(Cl)cc3)CC2)c1O
 : 29	-18
O=C(COc1ccc(C(=S)N2CCC(Cc3ccccc3)CC2)cc1)N1CCOCC1
 : 4	-22
CCCOc1ccccc1C1NC(=O)NC(C)=C1C(=O)OCCOCC (centres undefined)
 : 10	-32
COc1cc([N+](=O)[O-])cc2cc(C(=O)N3CCCC3)c(=O)oc12
 : 36	2
Cc1cc(C(=S)N2CCOCC2)c(C)n1-c1ccc(Cl)cc1
 : 23	-17
COc1cc(CNc2nnnn2C)ccc1OCc1ccc(F)cc1Cl
 : 9	-5
O=C1CCCN1c1ccc(CNS(=O)(=O)c2ccc(F)cc2)cc1
 : 13	-4
CCCn1c(C(O)c2ccc(OC)c(OC)c2)nc2ccccc21 (centres undefined)
 : 19	-3
Cc1cc(NS(=O)(=O)c2ccc(NC(=O)/C=C/c3ccc(Br)cc3)cc2)no1
 : 14	16
CN1c2ccccc2C(=O)NC1c1ccc([N+](=O)[O-])s1 (centres undefined)
 : 19	-11
COc1cccc(CNc2cccc3cccnc23)c1O
 : 54*	-17
Cc1ccc2nsnc2c1S(=O)(=O)N1CCOCC1
 : 30	-7
N/C(=N\OC(=O)Cc1ccc(Cl)cc1)c1ccncc1
 : 1	-5
CCN(C(=O)/C=C/c1ccccc1)C1CCCCC1
 : 19	-20
CCN1C(=O)[C@H]2[C@@H](c3ccc(-c4ccc(Cl)c(Cl)c4)c(OC)c3)N3CCCC[C@@]3(C(=O)OC)[C@H]2C1=O
 : 8	-37
O=C(Cc1c(F)cccc1Cl)c1ccc(O)cc1O
 : 4	-1
CC(=O)c1cccc(NC(=O)c2c(-c3c(F)cccc3Cl)noc2C)c1
 : 5	-8
CCNC(=S)Nc1ccc2ncoc2c1
 : 28	-9
CCC(C)NCCCOc1cc(Cl)ccc1Cl (centres undefined)
 : 22	-35
COc1ccc(C)cc1S(=O)(=O)n1ccnc1C
 : 15	-5
Cn1c(NCc2c(O)ccc3ccccc23)nc2ccccc21
 : 8	-15
COc1cc(N2CCCC2)c(OC)cc1/C=C1/NC(=S)NC1=O
 : 25	64*
COc1ccc(C)cc1NC(=O)C1CCN(C(=O)Cc2ccccc2)CC1
 : 5	-19
COc1ccccc1-n1c(CNC(=O)c2cccc([N+](=O)[O-])c2C)n[nH]c1=S
 : 5	-11
Cc1ccc(F)cc1NC(=O)CSc1n[nH]c(N)n1
 : 0	3
CSc1cccc(CNC(=O)C2CCC(=O)N(CC3CCCCC3)C2)c1 (centres undefined)
 : 12	-29
O=C(N/N=C/C=C\c1ccco1)c1cccs1
 : 12	-8
Cc1cc(Cl)c(OCCCN(C)C)c(Br)c1
 : 5	-11
O=S(=O)(NCc1ccccn1)c1cc(OCC(F)(F)F)ccc1OCC(F)(F)F
 : 1	-6
COc1ccc(Cc2nnc(NC(=O)c3cccc(F)c3)s2)cc1OC
 : 12	-5
O=C1c2ccccc2C(=O)c2c1cccc2N1CCN(C/C=C/c2ccccc2)CC1
 : 20	-30
O=C1C2CC=CCC2C(=O)N1c1ccc(NCCc2cccc(F)c2)c([N+](=O)[O-])c1 (centres undefined)
 : 12	-4
O=C(COc1ccc([N+](=O)[O-])cc1Cl)NCCN1C(=O)CSC1=O
 : 10	8
CCOC(=O)c1c(NC(=O)c2ccn(CC)n2)sc2c1CCC2
 : 22	-27
CC(C)(C)NC(=O)C1N(c2cccnc2)C(=O)C2C(C(=O)Nc3ccccc3F)C3(C)C=CC21O3 (centres undefined)
 : 13	-6
COc1ccccc1CNS(=O)(=O)c1ccc(-n2cnnn2)c(C)c1
 : 32	-5
c1csc(CNc2ncnc3ccc(-c4ccc5c(c4)OCO5)cc23)c1
 : 17	-20
OCCNc1nc2ccccc2nc1NCCO
 : 5	-2
O=C1C(c2ccc(F)cc2)N(Cc2ccc3c(c2)OCO3)C(=O)CN1C1CCCCCC1 (centres undefined)
 : 5	-4
O=C(NC1CCSc2ccccc21)c1cccc(Cl)c1 (centres undefined)
 : 17	-16
CC(C)Sc1nc2c(cnn2-c2ccc(Cl)cc2)c(=O)[nH]1
 : -11	-22
CC1(C)CC2CC(C)(CN2S(=O)(=O)c2cccc(C(=O)O)c2)C1 (centres undefined)
 : 2	9
COc1ccc(NC(=O)CSc2nc3nc(C)cc(C)c3c(=O)[nH]2)cc1
 : 21	-22
Cc1cc(C)c(NC(=S)N(CCCN2CCN(C)CC2)Cc2cccs2)c(C)c1
 : 22	-23
C/C(=N\OCC(=O)NC(C)C)c1cccs1
 : 5	-15
CN1CCN(c2nc3c(c(=O)n(C)c(=O)n3C)n2Cc2ccccc2)CC1
 : 10	-15
CCc1ccc(NC(=O)CSc2nc(=O)n(CCCN3CCOCC3)c3c2CCCC3)cc1
 : 14	-35
Nn1c(SCC(=O)NCCCc2ccccc2)nnc1-c1cccnc1
 : 9	-5
CC(C)/C(=N\NS(=O)(=O)c1ccc(Br)cc1)c1cccs1
 : 23	-24
Clc1ccc(-n2nnnc2-c2ccccc2)cc1Cl
 : -3	-12
CS(=O)(=O)N(CC(=O)NCc1ccncc1)c1ccc(Cl)c(Cl)c1
 : 3	-16
CCC(=O)OCC(=O)Nc1ccc2c(c1)OCO2
 : 33	-5
Cc1sc(NC(=O)CSc2nnnn2C2CCCC2)c(C#N)c1C
 : 13	-22
COC(=O)c1sc(NC(=O)CC(C)C)c(C(=O)OC)c1C
 : 16	-44
COC(=O)c1cc(OC)c(OC)cc1NC(=O)c1cccc(OC)c1OC
 : 18	-21

Ordered by value in OX1R antag-1 (highest first): 3 from the list above.
compound	OX1R antag-2	OX1R antag-1
OCCNc1nc2ccccc2nc1NCCO	5	-2
COc1ccccc1CNS(=O)(=O)c1ccc(-n2cnnn2)c(C)c1	32	-5
Cc1cc(Cl)c(OCCCN(C)C)c(Br)c1	5	-11
